AmpC no deterg = AmpC beta-lactamase inhibition without detergent. AID 485341. AmpC nitrocefin hydrolysis, absorbance 480 nm, 0.0001% Triton. actives 0.52% (n = 330,000). Potency, µM (series often up to 57.1 µM), for inactives: at the top dose activity change, negative = inhibition, hits mostly inhibitors;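 note: potency is the fitted concentration of half-maximal effect; plate controls were no compound for no effect and no enzyme for full effect; nearly all actives have a fitted effect of over 20% in size; some results filed as inactive show a strong effect at the top dose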
Target sequence (P00811 whole entry, looked up): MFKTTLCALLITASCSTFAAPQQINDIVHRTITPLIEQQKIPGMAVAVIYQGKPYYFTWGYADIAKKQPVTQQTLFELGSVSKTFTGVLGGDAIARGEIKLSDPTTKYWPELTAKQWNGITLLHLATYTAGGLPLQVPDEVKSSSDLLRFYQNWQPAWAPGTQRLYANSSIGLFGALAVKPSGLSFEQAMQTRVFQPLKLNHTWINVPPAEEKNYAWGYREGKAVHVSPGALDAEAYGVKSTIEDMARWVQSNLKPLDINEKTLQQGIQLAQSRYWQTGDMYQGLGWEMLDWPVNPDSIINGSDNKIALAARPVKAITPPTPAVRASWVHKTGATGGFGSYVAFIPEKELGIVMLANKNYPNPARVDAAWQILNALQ
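20 mM phosphate pH 7.0 + 0.01% (detergent screen) or 0.0001% Triton X-100; 5.3 nM AmpC reagent; cpd preinc 15 min RT; nitrocefin (800 uM stock) to start; A480 q20 s × 4 min; Activity was normalised to no-enzyme and no-compound control wells.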
HCMV inh = human cytomegalovirus inhibition; HFF cells, HCMV-luciferase reporter, 72 h; stronger effect = lower value; AID 1259415; activity change, negative = inhibition, % at 57.5 µM; actives 4.5% (n = 410,000); in the data active = activity change below about -60%; inconclusive = no clear call, values can overlap the other calls; inactive = above about -39%
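After 16 h attachment at 37C, HFF cells received test compound and HCMV-luciferase (1 PFU/cell); reporter luminescence read 72 h later, data normalized against buffer-only and known inhibitor Salinomycin.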
AmpC detergent = inhibitors of E. coli AmpC beta-lactamase with detergent. AmpC hydrolysis of nitrocefin, absorbance 480 nm, 0.01% Triton. Potency, µM (titrated, usually from 114 µM), for the others: at the highest dose activity change, negative = inhibition, hits mostly inhibitors. actives 0.041% (n = 370,000). AID 485294;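 note: potency is the fitted concentration of half-maximal effect; 0% = no-compound wells and -100% = no-enzyme wells; nearly all actives have a fitted effect of over 25% in size; some results filed as inactive show a strong effect at the top dose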
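20 mM phosphate pH 7.0 + 0.01% (detergent screen) or 0.0001% Triton X-100; 5.3 nM AmpC reagent; cpd preinc 15 min RT; nitrocefin (800 uM stock) to start; A480 q20 s × 4 min; Activity was normalised to no-enzyme and no-compound control wells.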
AMA1-RON2 inh = inhibitors of Plasmodium falciparum AMA1-RON2 interaction; AlphaScreen AMA1-biotinylated RON2 peptide binding; Potency, µM (highest dose often 58.2 µM), for inactives: at the highest dose activity change, negative = inhibition, hits mostly inhibitors; actives 0.2% (n = 360,000); AID 720542;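 note: potency is the fitted concentration of half-maximal effect; 0% = vehicle wells and -100% = peptide control; nearly all actives have a fitted effect of over 45% in size; some results filed as inactive show a strong effect at the top dose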
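AMA1 (3D7) with his tag at 25 nM final met compounds first, then biotinylated RON2 peptide at 25 nM; detection used donor plus acceptor beads, 10 µg/mL apiece, read by AlphaScreen after 30 min at room temperature.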
Sm TGR block = S. mansoni TGR enzyme inhibition; Q962Y6; purified TGR, DTNB reduction, TNB absorbance 405 nm; Potency, µM (top dose mostly 114 µM), for inactives: top-dose activity change, negative = inhibition, most hits filed as inhibitors; actives 3% (n = 360,000); AID 485364; note: potency is the fitted concentration of half-maximal effect; nearly all actives have a fitted effect of over 60% in size
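First, TGR (20 nM dispensed) and NADPH were mixed with compound. Second, a 15 min room-temperature incubation followed. Third, further NADPH and then DTNB were added to start the reaction. Finally, TNB absorbance was monitored kinetically.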
LmPK inhibitor = blocks Leishmania mexicana pyruvate kinase activity; Potency, µM (series often up to 57.5 µM), inactives show at the highest dose activity change, negative = inhibition, most hits filed as inhibitors; purified LmPK, Kinase-Glo ATP luminescence, 1 h; actives 0.37% (n = 290,000); Q27686; note: potency is the fitted concentration of half-maximal effect
Target sequence (Q27686 whole entry, looked up): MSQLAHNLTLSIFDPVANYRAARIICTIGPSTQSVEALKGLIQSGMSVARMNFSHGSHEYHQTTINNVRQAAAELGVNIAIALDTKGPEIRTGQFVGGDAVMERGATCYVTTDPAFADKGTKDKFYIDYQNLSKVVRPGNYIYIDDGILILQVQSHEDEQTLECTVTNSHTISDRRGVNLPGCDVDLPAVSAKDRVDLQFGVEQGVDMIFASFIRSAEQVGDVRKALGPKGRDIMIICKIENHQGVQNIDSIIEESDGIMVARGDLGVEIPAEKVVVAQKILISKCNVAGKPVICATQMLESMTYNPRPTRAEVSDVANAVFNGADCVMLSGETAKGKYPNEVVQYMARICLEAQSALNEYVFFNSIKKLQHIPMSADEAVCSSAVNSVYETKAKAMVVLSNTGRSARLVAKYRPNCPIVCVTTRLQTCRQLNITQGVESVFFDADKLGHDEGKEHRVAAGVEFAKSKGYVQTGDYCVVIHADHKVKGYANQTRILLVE
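Screened at intermediate enzyme activity to detect both inhibitors and activators: LmPK at 0.1 nM, with a 0.5 nM enzyme column as activation reference. PEP 0.5 mM, ADP 0.1 mM; ATP detected by luminescence after 1 h.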
Tb PYK inh = inhibitors of Trypanosoma brucei pyruvate kinase; Q57TT1; Potency, µM (series often up to 76.8 µM), for the others: at the highest dose activity, negative = inhibition, hits mostly inhibitors; TbPYK enzyme, Kinase-Glo Plus ATP luminescence, 45 min; actives 0.12% (n = 410,000); note: potency is the fitted concentration of half-maximal effect; nearly all actives have a fitted effect of over 50% in size
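Quantitative HTS: titrated library compounds versus trypanosomal pyruvate kinase in TEA buffer (pH 7.2) containing KCl, MgCl2, BSA and Tween-20. Reactions were initiated with ADP, 130 uM final. Kinase-Glo Plus luminescence was read after 45 min at RT.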
The depositor's hits bear a star; ? = inconclusive; . = not tested or not shown; & = joins results of further samples; ! = not confirmed by another sample; [ ] = another dose, or the depositor's remark. Unless noted, calls come from the whole dose curve; as a rule, active = well fitted curve in the direction sought with a large enough effect; inconclusive = small, poorly fitted or top-dose-only effect, or another doubt; inactive = no such curve, though single readings can be large; an effect the other way counts as inactive or inconclusive. Unless noted, % is set by controls: 0 for no effect and ±100 for the full control effect.

no.	molecule	AmpC no deterg	HCMV inh	Sm TGR block	AmpC detergent	LmPK inhibitor	Tb PYK inh	AMA1-RON2 inh
1	COc1ccc(NC(=O)c2ccco2)cc1NC(=O)COc1ccc(C)cc1C	.	-66*	6%	3%	.	-5%	.
2	COc1ccc(CC(C)CC(=O)NCCc2ccc(OC)c(OC)c2)cc1 (stereo not given)	12%	-61*	-10%	-9%	0%	0%	-1%
3	Cc1ccc(C(=O)NN2C(=O)C3C4c5ccccc5C(c5ccccc54)C3C2=O)cc1 (stereo not given)	-16%	-12	-2%	?	-2%	-5%	0%
4	Cc1ccc(NC(=O)N2CCCC2C(=O)NCC2CCCO2)cc1 (stereo not given)	-8%	-30	0%	3%	2%	2%	-5%
5	CCCCn1c(SCC(=O)NCc2ccco2)nc2c1c(=O)n(C)c(=O)n2C	0%	-4	4%	-3%	3%	-9%	-1%
6	Cc1cccn2c(=O)c3cc(C(=O)N4COCC4(C)C)sc3nc12	-23%	19	-19%	-4%	1%	1%	3%
7	Cc1ccnc2nc(C(=O)OCC(=O)N3CCc4ccccc43)nn12	-12%	7	8%	-10%	-7%	-8%	8%
8	O=C(Nc1c2c(nn1-c1ccc([N+](=O)[O-])cc1)CS(=O)(=O)C2)c1ccco1	-20%	0	-5%	1%	3%	-9%	-1%
9	CC(=O)NC1(C(F)(F)F)C(=O)Nc2c1c(=O)[nH]c(=O)n2CCc1ccccc1 (stereo not given)	-5%	15	0%	0%	2%	-4%	0%
10	O=C(CN1C(=O)/C(=C/c2ccccc2)SC1=S)N1CCN(CCc2ccccn2)CC1	160%[activator]	-90*	0%	-14%	-4%	2%	9%
11	Nc1cc(C(F)(F)F)ccc1OCC1CCCO1 (stereo not given)	-1%	-1	-15%	?	-1%	0%	-7%
12	C(=N\N1CCN(C2c3ccccc3-c3ccccc32)CC1)/c1cccnc1	2%	41	2%	-2%	2%	2%	?
13	O=C(/C=C/c1ccc(O)c(O)c1)O[C@@H]1C[C@](O)(C(=O)O)C[C@@H](O)[C@H]1O	-7%&-15%	-60*!	-2%&0%	?	.	-2%&-15%	62%&65%[activator]
14	CC(C)(C)c1ccc(NC(=O)COC(=O)CCc2nc3ccccc3c(=O)[nH]2)cc1	-14%	89	9%	0%	0%	2%	-20%
15	COCCc1ccc(OC2(C)CCN(Cc3cccc(OCOC)c3)C2)cc1 (stereo not given)	.	9	.	.	.	-12%	-21%
16	COC(=O)c1nnn(-c2nonc2N)c1COc1ccc(C=O)cc1OC	-11%	-7	-18%	-1%	11%	6%	-8%
17	CC(NC(=O)Nc1ccccc1C(F)(F)F)C1CCCO1 (stereo not given)	-12%	36	8%	1%	-5%	-3%	-4%
18	O=C(C=Cc1cccs1)c1ccc(Cl)s1	.	-9	.	.	.	-3%	-4%
19	CN1CCN(NC(=O)c2cn(-c3ccccc3)nc2-c2cccs2)CC1	-7%[11.4 µM]	-35	8%	-16%	2%	-4%	-2%
20	Cc1nc2c3ccccc3nc(NNC(=O)CCC(=O)NCCC(C)C)n2n1	-4%	-16	-15%	-13%	-2%	0%	19%
21	COC(=O)c1ccccc1OCC(=O)N1CCN(c2ccc(OC)cc2)CC1	36%	38	6%	5%	0%	8%	-7%
22	CCOc1ccc2[nH]c(=O)c(CN(Cc3ccc(C)cc3)C(=O)N3CCCC3)cc2c1	-8%	-25	0%	-11%	6%	1%	26%
23	CCCCCCSc1ccc([C@H]2N[C@@](CC(C)C)(C(=O)OC)[C@H]3C(=O)N(C)C(=O)[C@@H]23)cc1	134%[activator]	41	1%	?	.	4%	-5%
24	Cc1ccnc(NC(=O)c2cccc([N+](=O)[O-])c2C)c1	-33%	58	3%	6%	0%	-7%	-14%
25	COCCn1c(=O)[nH]c2cc(C(=O)N3CCN(c4ccccc4F)CC3)ccc2c1=O	4%	.	-10%	-2%	0%	3%	0%
26	COc1cc(C(=O)NCc2nnc(SCC(=O)N3CCCCC3)o2)cc(OC)c1OC	-9%	21	-2%	-4%	6%	3%	-5%
27	Cc1ccc(Cn2c(CNC(=O)CCc3ccccc3)nc3cccnc32)cc1	.	-34	3%	4%	.	-7%	.
28	Cc1ccccc1Cn1ccc(-c2ccc(Cl)cc2)c(C#N)c1=O	?	26	-10%	-5%	0%	3%	-11%
29	Cc1nn(CC2CC2)c(=O)n1-c1ccccc1F	-7%	-38	1%	?	7%	3%	40%[activator]
30	O=C(NCc1cccnc1)c1cccnc1Sc1ccc(Cl)cc1	-1%	3	-24%	-14%	-3%	8%	-8%
31	CCOC(=O)C1=C(N2CCCCC2)c2cc3c(n2C1=O)CCCC3	41%	-12	12%	?	-1%	0%	-6%
32	CC(C)(C)C1CCc2c(sc(NC(=O)c3ccncc3)c2C(N)=O)C1 (stereo not given)	48%	3	-14%	-9%	0%	11%	8%
33	COc1ccc(N2CCN(C(=O)c3ccc4c(c3)NC(=O)C(CSCc3ccccc3F)N4)CC2)cc1 (stereo not given)	.	-9	.	.	.	-16%	-15%
34	CCOC(=O)c1nn(-c2ccc(Cl)cc2)c(=O)c(C#N)c1C	-37%	-18	2%	-11%	-1%	1%	0%
35	CCC1(CC)CNC(=O)NC1	.	-18	.	.	.	1%	0%
36	Cc1ccc(Oc2ccc(C=O)cn2)cc1	-9%	-18	0%	4%	13%	7%	-3%
37	CCOC(=O)c1sc(-c2ccc(C(F)(F)F)cc2)nc1O	-28%	-28	10%	7%	9%	4%	-7%
38	COCCCNC(=O)CCc1ccc(S(=O)(=O)Nc2ccc(C)cc2)cc1	2%	-4	-11%	2%	0%	0%	3%
39	COCCn1c(=O)[nH]c2cc(C(=O)Nc3cc(C)cc(C)c3)ccc2c1=O	-6%	1	9%	1%	1%	2%	0%
40	CC1=C(C#N)C(c2cn(-c3ccccc3)nc2-c2cccs2)C(C#N)=C(C)N1	-3%	-35	6%	?	4%	-7%	5%
41	CCOc1ccc(CCNC(=O)c2oc3c(c2C)-c2[nH]ncc2CC3)cc1OCC	-24%	-20	-16%	-7%	1%	1%	-15%
42	O=C(O)c1c(Cl)cccc1Cl	-7%	3	-8%	2%	.	-2%	-2%
43	CCOC(=O)C1CCN(Cc2c(F)cccc2Cl)CC1	3%	42	6%	-3%	0%	-14%	?
44	COc1ccc(OC)c(C(Nc2ccccc2)P(=O)(OC(C)C)OC(C)C)c1 (stereo not given)	144%[activator]	10	7%	-3%	-1%	-5%	-8%
45	CC1(C)Cc2c(sc(NC(=O)c3ccco3)c2C#N)C(C)(C)N1	-17%	.	6%	7%	-2%	6%	5%
46	CCCNC(=O)CCc1nnc2ccc(N3CCN(c4cccc(OC)c4)CC3)nn12	.	?	0%	-10%	.	-2%	.
47	OC(Cn1c2ccccc2c2ccccc21)C[n+]1ccccc1 (stereo not given)	23%	44	3%	-10%	-4%	2%	-15%
48	COc1ccc(NC(=O)/C(C#N)=C\c2ccc(OCc3ccc(C(=O)O)cc3)c(OC)c2)cc1	-20%	8	7%	0%	-3%	1%	-13%
49	COc1ccc(C(CNC(=O)c2ccc(S(=O)(=O)N(C)C)cc2)N(C)C)cc1 (stereo not given)	-18%	39	0%	2%	0%	1%	2%
50	CC(C)CC(CO)NS(=O)(=O)c1cccc(Cl)c1F (stereo not given)	.	-20	.	.	.	-3%	0%

(more compounds)
no.	molecule	AmpC no deterg	HCMV inh	Sm TGR block	AmpC detergent	LmPK inhibitor	Tb PYK inh	AMA1-RON2 inh
51	O=C(CSCc1cc(=O)n2ccsc2n1)Nc1ccccc1	-13%	-35	116%[activator]	-1%	6%	4%	11%
52	CC(C)COC(=O)NC1c2ccccc2Oc2ccccc21	-17%	-23	-4%	?	4%	3%	0%
53	COc1cc(C(=O)NCc2nnc(SCC(=O)NCCc3ccccc3)o2)cc(OC)c1OC	0%	8	-3%	-5%	-9%	-9%	5%
54	COc1ccc(NC(=O)CCNC(=O)c2ccc([N+](=O)[O-])cc2)cc1S(=O)(=O)N1CCOCC1	-38%	-16	-1%	-9%	.	-6%	-8%
55	O=C(O)CCCn1cc(NC(=O)COc2cccc(Cl)c2)cn1	-13%	2	0%	-2%	-3%	2%	14%
56	O=C(Cn1c(=O)n(Cc2ccco2)c(=O)c2cccnc21)Nc1ccccc1F	.	6	1%	19%	.	-1%	.
57	Nc1ccccc1C#Cc1ccc2[nH]ccc2c1	.	62	.	.	.	2%	-8%
58	CS(=O)(=O)c1ccc(-c2cccc(NC(=O)COc3ccccc3)c2)nn1	-8%	?	33%	-3%	1%	0%	2%
59	NC(c1csc(Nc2cc(Oc3ccccc3)ncn2)n1)c1ccccc1Cl (stereo not given)	.	7	.	.	.	5%	13%
60	Cn1c(=S)c2[nH]c(SCc3cccnc3)nc2n(C)c1=O	.	2	.	.	.	-22%	34%[activator]
61	Cn1c(N)c(C(=O)NCc2ccccc2)sc1=S	-28%	21	-2%	-10%	2%	-18%	-3%
62	CC(OC(=O)Cc1n[nH]c(=O)c2ccccc12)C(=O)N(C)c1ccccc1 (stereo not given)	.	-5	.	.	.	5%	-8%
63	CCOC(=O)NC(NCc1cccc(C(F)(F)F)c1)(C(F)(F)F)C(F)(F)F	-13%	-1	-3%	-1%	-3%	-3%	17%
64	CC(O/N=C(\N)c1ccccc1)C(=O)Nc1cccc(C(F)(F)F)c1 (stereo not given)	-32%	-18	.	.	.	2%	-2%
65	O=C(NCc1ccccc1)C1=C[C@H](C2CC2)C[C@H](OCCCCO)O1	-4%	-19	-4%	6%	6%	-4%	0%
66	Cn1c(C(C(=O)NCC2CCCO2)N(C(=O)Cn2nnc3ccccc32)C2CCCCC2)nc2ccccc21 (stereo not given)	51%	25	-8%	-5%	0%	15%	-5%

Exported in transposed form: entries from further up.
57: Nc1ccccc1C#Cc1ccc2[nH]ccc2c1
58: CS(=O)(=O)c1ccc(-c2cccc(NC(=O)COc3ccccc3)c2)nn1
59: NC(c1csc(Nc2cc(Oc3ccccc3)ncn2)n1)c1ccccc1Cl (stereo not given)

| Screen / compound no. | 57 | 58 | 59 |
| --- | --- | --- | --- |
| AmpC no deterg | . | -8% | . |
| HCMV inh | 62 | ? | 7 |
| Sm TGR block | . | 33% | . |
| AmpC detergent | . | -3% | . |
| LmPK inhibitor | . | 1% | . |
| Tb PYK inh | 2% | 0% | 5% |
| AMA1-RON2 inh | -8% | 2% | 13% |
